TDP1 cell CPT: DT40-hTDP1 cell growth loss with CPT | AID 686979 | 12% of 420,000 active | chicken DT40 Tdp1-/-;hTDP1 cells + 20 nM CPT, ATP luminescence, 48 h | Potency, µM (doses to about 46.2 µM), inactives show at the highest dose activity change, negative = growth inhibition, hits mostly inhibitors; further: nearly all actives have a fitted effect of over 55% in size
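Chicken DT40 Tdp1-/- cells stably complemented with human TDP1 were seeded at 400 cells/well in medium containing 20 nM camptothecin, exposed to pin-transferred compounds, and grown at 37 °C for at least 48 hr. Viability was read as ATP luminescence.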
TDP1 cell noCPT: qHTS for Inhibitors of human tyrosyl-DNA phosphodiesterase 1 (TDP1): qHTS in cells in absence of CPT; 15% of 420,000 active; Potency, µM (doses to about 46.2 µM), without a hit: top-dose activity change, negative = growth inhibition, most hits filed as inhibitors; DT40 Tdp1-/- hTDP1 cells, no CPT, ATP luminescence, 48 h; further: nearly all actives have a fitted effect of over 55% in size
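Camptothecin absent (DMSO only). Human TDP1-complemented DT40 knockout cells, 400 cells/well, 37 °C for minimum 48 hr; ATP measured via CellTiter-Glo, 30 min dark incubation, luminescence.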
TDP1 inh: inhibitors of human tyrosyl-DNA phosphodiesterase TDP1; recombinant TDP1, AlphaScreen DNA substrate cleavage; Potency, µM (highest dose often 130 µM), inactives show top-dose activity change, negative = inhibition, usual class: inhibitors; 0.28% of 350,000 active; further: nearly all actives have a fitted effect of over 40% in size
Target sequence (Q9NUW8 whole entry, looked up): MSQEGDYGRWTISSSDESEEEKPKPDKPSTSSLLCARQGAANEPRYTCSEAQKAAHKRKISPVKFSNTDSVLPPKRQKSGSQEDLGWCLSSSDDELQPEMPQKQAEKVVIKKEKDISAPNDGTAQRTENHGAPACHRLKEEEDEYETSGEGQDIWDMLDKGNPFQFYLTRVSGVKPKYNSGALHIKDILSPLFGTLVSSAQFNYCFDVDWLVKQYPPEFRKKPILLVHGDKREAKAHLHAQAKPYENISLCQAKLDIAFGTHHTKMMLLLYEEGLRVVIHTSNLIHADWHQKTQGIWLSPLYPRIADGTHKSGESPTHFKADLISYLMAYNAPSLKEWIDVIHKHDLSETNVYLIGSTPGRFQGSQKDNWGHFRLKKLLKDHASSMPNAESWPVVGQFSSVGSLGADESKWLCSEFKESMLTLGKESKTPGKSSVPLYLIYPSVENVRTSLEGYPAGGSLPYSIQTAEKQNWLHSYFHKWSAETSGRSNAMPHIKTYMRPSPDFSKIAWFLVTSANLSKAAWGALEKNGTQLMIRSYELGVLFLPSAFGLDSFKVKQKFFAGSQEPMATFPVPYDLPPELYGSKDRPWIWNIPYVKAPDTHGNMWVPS
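Compounds were preincubated with Tdp1 (1 nM final) for 15 min at room temperature before substrate (15 nM final) started a 5 min reaction; beads (10 ug/ml final) were then added for 10 min before AlphaScreen detection.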
Numbers without * were called inactive; ? = inconclusive; . = not tested or not shown; & = joins results of further samples; [ ] = another dose, or the depositor's remark. The call rests on the fitted dose curve; in most records, active means well fitted curve in the direction sought with a large enough effect; inconclusive means small, poorly fitted or top-dose-only effect, or another doubt; inactive means no such curve, though single readings can be large; an effect the other way counts as inactive or inconclusive. On the % scale 0 is the no-effect control and ±100 the full control effect; potency means the concentration at half of the fitted maximal effect.

SMILES	TDP1 cell CPT	TDP1 cell noCPT	TDP1 inh
CC1CCc2nc(NC(=O)C3COc4ccccc4O3)sc2C1 (stereo not given)	16µM*	21µM*	8%
O=c1ccc2cc(S(=O)(=O)Nc3ccc(F)c(Cl)c3)ccc2[nH]1	-2%	-26%	3%
Cc1nn(CC(=O)NC2CCC(C)CC2)c(=O)c(C#N)c1C (stereo not given)	1%	2%	.
Cc1cn2c(=O)c(S(=O)(=O)NCCc3ccc(Cl)cc3)c(C)nc2s1	-28%	-17%	5%
CC(=O)c1cccc(NS(=O)(=O)c2ccc3[nH]c4c(c3c2)CCCCCC4)c1	?	21µM*	4%
Cc1cc(C(=O)N/N=C2\CCCc3ccccc32)c(C)o1	-9%	-12%	8%
Cc1ccc(S(=O)(=O)NC(C)C(=O)NC2CC2)cc1 (stereo not given)	2%	-3%	3%
COc1ccc(N(C)S(=O)(=O)c2ccc3c(c2)NC(=O)CO3)c(OC)c1	-8%	-17%	0%
Cc1cccn2c(=O)c(C=Nc3ccccc3)c(NCc3ccco3)nc12	-4%	-2%	1%
CC(=O)Nc1ccc(S(=O)(=O)N2CCN(c3ccc([N+](=O)[O-])c(NCCN4CCOCC4)c3)CC2)cc1	?	?	6%
CCN1CCN(CC(=O)NC2CCCC2)C(=O)C1=O	-1%	-10%	4%
COc1ccc(-n2nnnc2-c2ccccc2)cc1	3.7µM*	2.9µM*	-3%

Reprinted from the part before: 3 entries, then new ones.
SMILES	TDP1 cell CPT	TDP1 cell noCPT	TDP1 inh
CC(=O)Nc1ccc(S(=O)(=O)N2CCN(c3ccc([N+](=O)[O-])c(NCCN4CCOCC4)c3)CC2)cc1	?	?	6%
CCN1CCN(CC(=O)NC2CCCC2)C(=O)C1=O	-1%	-10%	4%
COc1ccc(-n2nnnc2-c2ccccc2)cc1	3.7µM*	2.9µM*	-3%
COc1ccc(O)c(/C=C2/SC(=S)N(Cc3ccccc3)C2=O)c1	?	21µM*	.
COc1cc(C(=O)N=c2sc3c(C)ccc(OC)c3n2C)cc(OC)c1OC	15µM*	5.2µM*	.
CS(=O)(=O)N(CCc1ccccc1)CC(=O)NCc1cccnc1	8%	?	-2%
N=C1C(c2nc3ccccc3[nH]2)=C(O)CN1NC(=O)c1c[nH]c2ccccc12	5%	-19%	5%
CCCCCN(C(=O)CCC(=O)OCC(=O)N(C)Cc1ccc(C)cc1)c1c(N)n(CCCC)c(=O)[nH]c1=O	-17%	0%	2%
Cc1nn(S(=O)(=O)N2CCOCC2)c(C)c1Br	-8%	17%	3%
Cc1ccc(S(=O)(=O)N(C)/N=C/c2ccc(C(=O)O)cc2)cc1	-1%	9%	3%
CC(C)(C)Nc1nc(C(N)=O)nc(N2CCOCC2)n1	?	?	7%
COc1ccc(S(=O)(=O)Nc2ccc3c(c2)C(=O)N([C@H](C)CO)C[C@H](C)[C@@H](CN(C)C(=O)Nc2ccc(C(F)(F)F)cc2)O3)cc1	-24%	-8%	2%
CN(CC(=O)Nc1ccccc1C(F)(F)F)C(=O)CSc1nnc(N)s1	8%	-4%	1%
O[C@H]1c2ccccc2[C@H](Cc2cncs2)[C@@H]1Br	0%	-12%	1%
Cc1cc(S(=O)(=O)Nc2ncnc3sccc23)ccc1F	-6%	-12%	.
CN1CCN(C(=O)c2ccc(CN3CCOCC3)cc2)CC1	1%	-16%	-1%
CCCCn1c(=O)[nH]c(=O)c2c1nc(-c1ccccc1F)n2Cc1ccccc1OC	23µM*	?	5%
Cc1ccc(-c2noc(C3CCCN(S(=O)(=O)c4ccc(S(=O)(=O)N(C)C)cc4)C3)n2)o1 (stereo not given)	-25%	?	1%
CCOC(=O)N1CCN(C(=O)c2ccccc2NC(=O)c2ccccc2Cl)CC1	12%	5%	6%
O=S(=O)(c1ccc(Cl)cc1)c1ccccn1	-14%	0%	4%
CCC(C)C(=O)Nc1cc([N+](=O)[O-])ccc1Cl (stereo not given)	-4%	-17%	-1%
O=C(NCC1OCCCN1S(=O)(=O)c1cc(F)ccc1F)C(=O)NC1CCCC1 (stereo not given)	1%	0%	2%
Cc1ccc(C)n1NC(=O)c1cccc(Cl)c1	-8%	-15%	6%
CC1(C2CC2)NC(=O)N(CC(=O)NCC(=O)Nc2ccc(F)c(F)c2F)C1=O (stereo not given)	-21%	2%	-1%
Cc1coc2cc3oc(=O)c(CCC(=O)N[C@@H](CCCNC(N)=O)C(=O)O)c(C)c3cc12	-3%	5%	.
CCNC(=O)CN(c1ccccc1OC)S(=O)(=O)c1cccs1	3%	14%	8%
COc1cc(NC(=S)NN2CCN(C)CC2)cc(OC)c1	-12%	-3%	-1%

Ordered by formula weight (largest number first): part of the list above.
SMILES	TDP1 cell CPT	TDP1 cell noCPT	TDP1 inh
Cc1coc2cc3oc(=O)c(CCC(=O)N[C@@H](CCCNC(N)=O)C(=O)O)c(C)c3cc12	-3%	5%	.
COc1cc(NC(=S)NN2CCN(C)CC2)cc(OC)c1	-12%	-3%	-1%
CCC(C)C(=O)Nc1cc([N+](=O)[O-])ccc1Cl (stereo not given)	-4%	-17%	-1%

The results go on:
SMILES	TDP1 cell CPT	TDP1 cell noCPT	TDP1 inh
O=C(O)C1CCCCC1C(=O)NCc1ccc(Cl)c(Cl)c1 (stereo not given)	?	?	-5%
Cc1ccc(CSC2=NCCN2S(=O)(=O)c2ccc(C)cc2)cc1	23µM*	?	.
CCn1nnnc1-c1ccc(OC)c(S(=O)(=O)Nc2ccc(S(N)(=O)=O)cc2)c1	5%	7%	-3%
Cc1ccc(S(=O)(=O)N2CCN(C(=O)CSC(=S)N3CCCC3)CC2)c(C)c1	5.2µM*	3.3µM*	0%[56.1 µM]
COc1ccc(-c2cc(C(F)(F)F)nc(S(=O)(=O)CCC(=O)N3CCOCC3)n2)cc1	6.5µM*	12µM*	4%
CN(CC(=O)Nc1ccc(Cl)cc1)C1CCCCC1	-12%	?	.
Cc1ccc(S(=O)(=O)N2CCC(C(=O)N[C@@H](C)C(=O)NC3CCCCC3)CC2)cc1	-10%	-23%	-4%
CCC(=O)NC(NC(=O)CC)C(Cl)Cl	18%	-1%	-2%
CCCc1ccc(-c2ccc(/C=C/C(=O)O)cc2)nc1	-3%	0%	1%
CC12CCC(C(S(=O)(=O)Nc3ccccc3)C1=O)C2(C)C (stereo not given)	-8%	-14%	.
Cc1ccc(CN(C(=O)COc2ccc(C(C)C)cc2)C2CCS(=O)(=O)C2)o1 (stereo not given)	15µM*	18µM*	9%
COc1ccc(CCN2C(=O)c3[nH]nc(-c4ccccc4O)c3C2c2ccccc2)cc1OC (stereo not given)	18µM*	21µM*	0%

Results in TDP1 cell CPT (two entries from above):
| canonical_smiles | TDP1 cell CPT |
| --- | --- |
| CCn1nnnc1-c1ccc(OC)c(S(=O)(=O)Nc2ccc(S(N)(=O)=O)cc2)c1 | 5% |
| Cc1ccc(S(=O)(=O)N2CCN(C(=O)CSC(=S)N3CCCC3)CC2)c(C)c1 | 5.2µM* |

(listing goes on)
SMILES	TDP1 cell CPT	TDP1 cell noCPT	TDP1 inh
Nc1cccc2c1C(=O)N(C(=O)c1ccc(S(=O)(=O)N3CCCCCC3)cc1)C2=O	-13%	-10%	0%
CCN1CCCC1CNS(=O)(=O)c1ccc(F)c(Cl)c1 (stereo not given)	18%	5%	.
CC1=C(C(=O)Nc2cc(C(=O)NCc3ccccc3)ccc2C)SCCO1	?	?	.
O=C(Oc1ccc([N+](=O)[O-])cc1)C1CC(=O)N(c2ccc3c(c2)OCCO3)C1 (stereo not given)	1%	3%	.
CCOc1ccccc1N1CCN(CC(=O)Nc2ccccc2C(=O)NC2CC2)CC1	21µM*	16µM*	0%[56.1 µM]
COc1ccc(C(=O)N/N=C(\C)CC(=O)Nc2ccc(N(C)C)cc2)c(OC)c1	11%	1%	.
CC1CN(CC(=O)Nc2cc(S(=O)(=O)N3CCCC3)ccc2Cl)CC(C)O1 (stereo not given)	-22%	?	-3%
COc1cc(/C=N\NC(=O)c2c(C)nc3cc(C)ccn23)ccc1O	29%	-2%	-2%
Cc1cc(C(=O)Nc2ccc(C(=O)O)cc2)c(C)o1	-12%	1%	4%
COc1cccc(CN2CCNC(=O)C2CC(=O)NCCCC2CCCC2)c1OC (stereo not given)	-24%	-28%	5%[56.1 µM]
CC(=O)c1ccc[n+](CC(=O)c2ccc(F)cc2)c1	-8%	-1%	.
Cc1ccc(NC(=O)Nc2ccccc2)nc1	9%	-7%	.
COc1cc(/C=C2/C(=N)N3C=CSC3=NC2=O)ccc1OCCCOc1cc(C)ccc1C	?	?	0%
COc1ncnc2c1ncn2CCCNCc1ccccc1	0%	-1%	.
CCC1COC(c2cccn2Cc2ccccc2Cl)=N1 (stereo not given)	-5%	-3%	-1%
CCc1nc(Sc2nnnn2-c2ccccc2)c2c3c(sc2n1)CCCC3	16µM*	18µM*	8%
Cc1c(Br)ccc(NC(=O)Cn2nc(-c3cccs3)ccc2=O)c1C	-9%	-19%	.
CCOC(=O)N1CCN(C(=O)CN(Cc2ccccc2)S(=O)(=O)c2ccc(OC)c(C)c2)CC1	-29%	?	3%
COc1cc(C)ccc1OCc1cc(C(=O)N2CCCCCC2)no1	?	?	.
N#Cc1cccc(N=Cc2c(O)ccc3ccccc23)c1	?	?	-3%
CC(C)C[C@@H]1Cc2[nH][nH]c(=O)c2[C@H](C)O1	4%	-29%	.
COc1cc(C(=O)OCCNC(=O)c2ccccc2)cc(OC)c1OC	-13%	?	.
NC(=O)c1sc(-c2ccsc2)cc1N	3%	-18%	11%
CC12CCC(c3n[nH]c(=S)nc31)C2(C)C (stereo not given)	-6%	-16%	-3%

In the list so far, these contain an aryl thioether with sulfur outside any ring.
SMILES	TDP1 cell CPT	TDP1 cell noCPT	TDP1 inh
CN(CC(=O)Nc1ccccc1C(F)(F)F)C(=O)CSc1nnc(N)s1	8%	-4%	1%
CCc1nc(Sc2nnnn2-c2ccccc2)c2c3c(sc2n1)CCCC3	16µM*	18µM*	8%

(further entries)
SMILES	TDP1 cell CPT	TDP1 cell noCPT	TDP1 inh
Cc1ccc2oc(C(=O)Nc3ccc(S(=O)(=O)Nc4onc(C)c4C)cc3)cc(=O)c2c1	14%&0%	7%&14%	5%&7%
CC(=O)Nc1cc2c3ccccc3n(C)c2cc1[N+](=O)[O-]	?	?	.
CCOC(=O)C1=C(C)NC(C)=C(C(=O)OCC)C1C(=O)OCC(=O)NC1CCCCC1	26µM*	23µM*	0%
Cc1ccc(N(C)S(=O)(=O)c2cccc(C(=O)NCCCN3CCCC3=O)c2)cc1	-17%	-24%	-1%
CCCC(=O)N1CCC1(C)C(=O)NS(=O)(=O)c1ccccc1Cl (stereo not given)	-13%	1%	.
CC(C)NC(=O)C1CCN(Cc2cnn(-c3ccccc3)c2-n2cccc2)CC1	?	-28%	3%
O=C1C2C3C=CC(O3)C2C(=O)N1N=Cc1ccc2c(c1)OCO2 (stereo not given)	-14%	-16%	.
CCCN1CNc2c(c(=O)[nH]c(=S)n2CCc2cc(C)cc(C)c2)C1	?	?	-6%
Clc1ccc2nc(N3CCCCC3)sc2c1	-25%	?	0%
Cc1ccc(NC(=O)C2(C)CCN2Cc2cccc3c2OCO3)cc1O (stereo not given)	16µM*	?	.
O=C(NCc1ccco1)c1ccc(COCC(F)(F)C(F)F)cc1	-25%	-9%	2%
CCCN(CC(=O)Nc1ccccc1OC)C(=O)C1CCCC1	?	21µM*	-3%
COc1ccc(CNC(=O)C2CCC(=O)N(CCCN3CCCC3=O)C2)c(OC)c1 (stereo not given)	-3%	21%	3%
Cn1c(O)c(N=NC(=O)Cn2ccc(C(F)(F)F)n2)c2ccccc21	-3%	-20%	4%
Cc1ccccc1NC(=O)CCc1nnc2ccc(N3CCC4(CC3)OCCO4)nn12	-12%	8%	1%
Cc1cc(C(=O)O)cc(S(=O)(=O)Nc2ccccc2C(=O)NC2CC2)c1C	15%	2%	-1%
COCCN(Cc1cc2cc3c(cc2nc1Cl)OCO3)C(C)=O	0%	2%	0%
Cc1c(C(=O)N2CCCC2)c(S(=O)(=O)NCCc2ccccc2)c(C)n1C	-8%	2%	9%
CC(C)c1[nH]nc2c1C1(CCN(Cc3ccccc3)CC1)C(C#N)=C(N)O2	1%	2%	0%
CN(c1ccccc1)S(=O)(=O)c1ccc(Cl)c(C(=O)NCCc2c[nH]c3ccccc23)c1	15µM*	8.2µM*	3%
Cc1ccc(NC(=O)NC2=NN(c3ccccc3)C(=O)/C2=C2/CCCN2C)cc1	1%	3%	0%
CCc1nc2cc(Cl)c(Cl)cc2nc1CC	25%	-7%	5%
CCN(CC(=O)NC(C)(C)C)Cc1nc2c(Br)cc(Br)cc2c(=O)[nH]1	?	?	11%
CC(=O)Nc1ccc(NC(=O)c2c(C)nn(Cc3ccccc3Cl)c2C)cc1	6%	-2%	4%
c1ccc(C2=Nn3c(nnc3-c3ccccn3)SC2)cc1	-11%	-12%	-1%
O=C(Nc1cc(=O)c2ccccc2o1)N1CCOCC1	-23%	-17%	9%
O=C(Nc1cccc2c1CCCC2)c1ccccc1Br	-11%	?	4%

Bioassay records as filed in PubChem.
